APJ antag = antagonists of human apelin receptor APJ, primary screen, CHO-K1 cells, beta-arrestin complementation, luminescence; actives 0.32% (n = 330,000); inhibition, % at 20 µM; AID 2521, 2010; P35414;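 active = inhibition above about 40% at 20 µM, limit read from the data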;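 note: cells challenged with 10 nM apelin-13 agonist together with compound; plate controls were apelin-13 plus DMSO wells for no effect and DMSO wells lacking apelin-13 for full effect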
Target sequence (P35414 whole entry, looked up): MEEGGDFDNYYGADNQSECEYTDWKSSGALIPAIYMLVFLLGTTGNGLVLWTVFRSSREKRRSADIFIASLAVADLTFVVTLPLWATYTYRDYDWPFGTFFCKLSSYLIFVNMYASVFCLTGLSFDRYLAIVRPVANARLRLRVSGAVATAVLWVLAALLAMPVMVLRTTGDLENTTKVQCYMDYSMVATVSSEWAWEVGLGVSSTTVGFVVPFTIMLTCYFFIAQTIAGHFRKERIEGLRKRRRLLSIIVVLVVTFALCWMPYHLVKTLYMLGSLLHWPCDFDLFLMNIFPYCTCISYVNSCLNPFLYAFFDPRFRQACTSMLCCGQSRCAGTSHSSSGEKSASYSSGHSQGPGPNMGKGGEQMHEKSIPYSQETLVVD
CCR6 antag = CCR6 receptor antagonists, primary screen, cell-based, CHO-K1, luminescence, beta-arrestin, uHTS. CHO-K1 CCR6 PathHunter beta-arrestin, CCL20-stimulated. inhibition, % at 20 µM. actives 0.49% (n = 340,000);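 active = compounds whose inhibition of the agonist-driven luminescence signal at 20 µM reaches about 50%, limit read from the data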;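 note: cells stimulated with CCL20 at 14 nM final; plate controls were DMSO with CCL20 for no effect and DMSO without agonist for full effect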
XBP1 UPR activ = activators of adaptive XBP1 UPR arm, primary screen, cell-based, CHO-XBP1 luciferase reporter, luminescence, uHTS | IRE1-XBP1 UPR activation; percent of tunicamycin response, DMSO as zero | activation, % at 20 µM | actives 0.33% (n = 330,000) | AID 463104, 2010;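 active = versus positive control, 20 µM dose yields 30% or more activation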;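 note: 100% = tunicamycin at 10 µg/mL and 0% = DMSO only wells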
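Test system: CHO-XBP1 luciferase reporter cells | Buffer or medium: Serum-containing F12 medium, 10% FBS | Schedule: 6 h compound exposure at 37 °C, 5% CO2 | Detection: Steady-Glo luciferase glow luminescence, 10 min after reagent addition | Read-out basis: Activation, % of tunicamycin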
CXCR6 block = CXCR6 receptor inhibitors, primary screen, cell-based, beta-arrestin, luminescence, CHO-K1 PathHunter, 1536-well | actives 0.36% (n = 360,000) | inhibition, % at 20 µM | AID 602244, 2012; in the data active = inhibition above about 34%, passing the limit was not always enough;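 note: antagonist mode with CXCL16 agonist at 10 nM final; 0% = 10 nM CXCL16 with DMSO and 100% = unstimulated wells without agonist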
tim23-1 inh = growth inhibitors of tim23-1 mutant yeast, primary screen, luminescence, uHTS; AID 463212, 2010; S. cerevisiae tim23-1 growth, BacTiter-Glo luminescence, 24 h; actives 1.3% (n = 330,000); inhibition, % at 20 µM;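 active = growth inhibition of the mutant yeast at or above 50%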;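 note: temperature-sensitive mutant grown at 25 °C; plate controls were DMSO-treated mutant yeast for no effect and medium wells lacking yeast for full effect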
Mdm2 MdmX PPI = inhibitors of human Mdm2-MdmX association, primary screen, cell-based, luminescence, split luciferase, SaOS-2, uHTS; SaOS-2 split-luciferase Mdm2/MdmX complementation; inhibition, % at 8 µM; actives 3% (n = 330,000); AID 485346, 2010;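 active = inhibition of at least 50% at 8 µM in the primary screen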
CHOP UPR activ = activators of apoptotic CHOP UPR arm, primary screen, cell-based, CHO-CHOP luciferase reporter, luminescence, uHTS; actives 0.34% (n = 330,000); UPR activation; percent of tunicamycin response over DMSO baseline; activation, % at 10 µM; AID 449763, 2010;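 active = at 10 µM dose, activation of 40% or more, normalized to positive control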;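 note: 100% = tunicamycin at 10 µg/mL and 0% = DMSO alone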
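System: CHO-CHOP luciferase reporter cell line; amount: 500 cells/well; buffer or medium: F12 medium containing 10% fetal bovine serum; incubation: 6 h compound exposure at 37 °C after overnight seeding; measured by: luciferase luminescence after 10 min with Steady-Glo reagent; evaluation: % reporter activation, DMSO baseline versus tunicamycin full activation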
EBI2 antag = EBI2 receptor antagonists, beta-arrestin recruitment, primary screen, cell-based, luminescence, 7a,25-OHC stimulation, uHTS; inhibition, % at 5 µM; AID 651636, 2012; G-protein coupled receptor 183 (Homo sapiens), P32249; 7a,25-OHC stimulated; actives 0.81% (n = 360,000); in the data active = inhibition above about 38%;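 note: enzyme fragment complementation signal reports receptor beta-arrestin coupling in cells; 0% = agonist plus DMSO wells and 100% = wells without agonist; some results beyond the cut were filed as inactive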
Target sequence (P32249 whole entry, looked up, the tested form may be a part): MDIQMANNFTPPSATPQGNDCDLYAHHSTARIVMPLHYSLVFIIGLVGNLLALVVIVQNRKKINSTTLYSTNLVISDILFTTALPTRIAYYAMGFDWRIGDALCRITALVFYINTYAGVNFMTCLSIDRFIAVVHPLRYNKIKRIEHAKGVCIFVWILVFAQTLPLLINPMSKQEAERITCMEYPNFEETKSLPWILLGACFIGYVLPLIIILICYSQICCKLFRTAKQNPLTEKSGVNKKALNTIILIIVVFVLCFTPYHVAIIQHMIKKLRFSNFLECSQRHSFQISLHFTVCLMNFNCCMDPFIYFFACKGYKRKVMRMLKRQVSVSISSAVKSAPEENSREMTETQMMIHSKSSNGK
APJ ag = agonists of human apelin receptor APJ, primary screen, CHO-K1 cells, PathHunter beta-arrestin, luminescence; P35414; 0% DMSO wells, 100% apelin; activation, % at 20 µM; actives 0.11% (n = 330,000); AID 2520, 2010;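 active = activation more than six SD over the plate average, tested at 20 µM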;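 note: 0% = DMSO alone and 100% = apelin-13 at 10 nM; some results filed as inactive read as strong as hits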
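Material: engineered CHO-K1 APJ arrestin reporter cells; amount: 1000 CHO-K1 reporter cells seeded per well; incubation: compound stimulation 90 min at 25 °C, detection 60 min; signal: luminescent beta-gal fragment complementation, chemiluminescent substrate; read-out basis: APJ agonist activity; controls: DMSO-only wells as negative, 10 nM Apelin-13 as positive control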
An asterisk follows results filed as active; x = no result given. A portion of the library; count on the stated rates, not on these rows.

SMILES	APJ antag	CCR6 antag	XBP1 UPR activ	CXCR6 block	tim23-1 inh	Mdm2 MdmX PPI	CHOP UPR activ	EBI2 antag	APJ ag
Cc1ncc([N+](=O)[O-])n1CC(=O)NCCc1ccccc1	5	-3	0	2	-3	4	1.9	1	-2
Cc1ccc(NC(=O)C(SCC(=O)O)c2ccccc2)cc1C (configuration not stated)	14	4	-1	-4	11	15	-2.0	-10	-3
CC(=O)c1ccc(N2CCN(S(=O)(=O)c3cc4[nH]c(=O)c(=O)[nH]c4cc3C)CC2)cc1	-29	13	1	7	-9	-2	3.1	-1	-3
CC(C)N(C(=O)[C@H]1C[C@H](CC(=O)NCCCN(C)C)C(=O)N2CCc3c([nH]c4cc(-c5ccco5)ccc34)[C@]12C)C(C)C	x	30	3	-3	39	63*	5.0	2	x
Nc1nc(-c2cccs2)cs1	-17	2	1	0	13	1	2.4	2	-2
O=C(NCc1cccnc1)c1cccc2c1C(=O)N(C1CCCCC1)C2	18	8	0	-10	9	-6	1.3	-2	-4
Cn1c(CCN2CCCCC2)nc2cc(NC(=O)COc3ccc([N+](=O)[O-])cc3)ccc21	-19	25	-3	-1	-6	11	-1.1	-5	2
CN(C)S(=O)(=O)c1cccc(NC(=O)COC(=O)CNC(=O)c2ccccc2F)c1	-6	9	1	-5	9	-16	2.0	3	-4
CCOc1ccccc1CN1CCN(Cc2ccc3cc(F)ccc3n2)CC1CCO (configuration not stated)	7	-5	-2	3	4	-13	-0.2	-1	-2
COc1ccc(-c2oc(=O)c3cc(OC)c(OC)cc3c2/C=C/c2cccc([N+](=O)[O-])c2)cc1	3	4	11	1	4	54*	0.4	12	-2
O=C(NCCc1ccccc1)C1CCN(S(=O)(=O)N2CCCC2)CC1	16	-10	0	1	14	6	1.0	-4	-5
CC(C)OC(=O)Cn1nnc2c(cnn2-c2ccccc2)c1=O	7	1	1	5	22	-48	3.7	-6	-2
Cc1ccc(N2C(SCC(=O)O)=NC(=Nc3cccc(C)c3)C23CCCC3)cc1	23	12	-1	12	12	3	-0.9	-5	-3
O=C(CN1CCCCCCC1)N/N=C/c1ccccc1F	1	-1	3	1	-1	12	2.3	23	1
Cc1ccc(NC(=O)CSc2nnc(-c3ccncc3)n2N)cc1C	0	11	-1	6	6	-26	-0.7	-1	-2

Ordered by number of heavy atoms (lowest first): part of the list above.
SMILES	APJ antag	CCR6 antag	XBP1 UPR activ	CXCR6 block	tim23-1 inh	Mdm2 MdmX PPI	CHOP UPR activ	EBI2 antag	APJ ag
Cc1ccc(NC(=O)C(SCC(=O)O)c2ccccc2)cc1C (configuration not stated)	14	4	-1	-4	11	15	-2.0	-10	-3
CN(C)S(=O)(=O)c1cccc(NC(=O)COC(=O)CNC(=O)c2ccccc2F)c1	-6	9	1	-5	9	-16	2.0	3	-4
Cn1c(CCN2CCCCC2)nc2cc(NC(=O)COc3ccc([N+](=O)[O-])cc3)ccc21	-19	25	-3	-1	-6	11	-1.1	-5	2

Three of the entries above in order of their number in APJ antag, descending:
| SMILES | APJ antag | CCR6 antag | XBP1 UPR activ | CXCR6 block | Mdm2 MdmX PPI | EBI2 antag |
| --- | --- | --- | --- | --- | --- | --- |
| Cc1ccc(NC(=O)C(SCC(=O)O)c2ccccc2)cc1C (configuration not stated) | 14 | 4 | -1 | -4 | 15 | -10 |
| Cc1ncc([N+](=O)[O-])n1CC(=O)NCCc1ccccc1 | 5 | -3 | 0 | 2 | 4 | 1 |
| Cc1ccc(NC(=O)CSc2nnc(-c3ccncc3)n2N)cc1C | 0 | 11 | -1 | 6 | -26 | -1 |

Carrying on:
SMILES	APJ antag	CCR6 antag	XBP1 UPR activ	CXCR6 block	tim23-1 inh	Mdm2 MdmX PPI	CHOP UPR activ	EBI2 antag	APJ ag
COCCCNC(=S)N1CCN(C)CC1	4	-9	-1	0	-2	4	-0.1	-2	-3
COC(=O)C1=C(C)NC(=O)/C1=C\c1cccs1	5	7	3	2	24	15	4.6	-6	-3
COc1ccccc1CNC(=O)c1ccc(Br)o1	-2	-2	-2	-2	4	8	-0.4	-14	9
COC(=O)c1cc(Cn2nc(C(=O)O)c3ccccc3c2=O)oc1C	14	14	-6	3	5	-29	0.1	10	-3
COC(=O)CS(=O)(=O)c1ccc2c(c1)CC(=O)N2	-12	6	-5	-6	2	14	-0.2	-4	3
Cc1nn(-c2ccccc2)c(C)c1Cc1ccc(O)cc1	4	11	0	0	40	2	3.2	20	-4
O=C(Nc1ccc2c(c1)OCO2)NC1(C(F)(F)F)Oc2ccccc2O1	10	-6	5	-6	3	-6	3.2	10	-2
CN1CCN(CCCNC(=O)c2cn(C3CCCCC3)c(=O)c3c2c2ccccc2n3C)CC1	4	-3	-3	-1	12	-20	-0.7	-6	1
O=C(NC1CCS(=O)(=O)C1)c1cc(-c2ccccc2)nc2ccccc12 (configuration not stated)	-1	3	1	-3	9	5	0.5	0	-2
CCOC(=O)C1CCN(C(=O)COC(=O)c2cc([N+](=O)[O-])ccc2N2CCOCC2)CC1	14	-4	1	3	-5	14	-0.8	-5	-1
CCOc1cccc(CN2CCCC(N3CCc4cc(OC)c(OC)cc4C3)C2)c1O (configuration not stated)	10	5	-2	-2	-7	12	0.5	9	0
CCN1/C(=C/c2cc[n+](CCCS(=O)(=O)[O-])c3ccccc23)Sc2ccccc21	4	13	10	2	14	6	-0.3	-3	-3
C/C(=N\NC(=O)CSc1nc(C)[nH]c1[N+](=O)[O-])c1ccc(F)cc1	21	12	6	9	11	-37	5.0	7	-1
CCOc1cc2c(cc1OCC)C(c1ccccc1)N(c1ccc(C(=O)O)cc1)C(=O)C2 (configuration not stated)	1	8	1	-16	-1	-10	2.8	-4	1
O=[N+]([O-])c1ccc(/C=N/n2cnc3ccccc32)s1	-50	17	6	-19	40	70*	16	-3	6
O=C(CSc1nc(=O)n2ccccc2n1)Nc1ccc2c(c1)OCO2	14	2	-4	5	-5	6	-0.6	7	7
CCOc1cc2sc(N3CCC(C(=O)NCCCN4CCCC4=O)CC3)nc2cc1Br	-27	10	2	0	-5	23	4.4	15	-2
COc1ccccc1/C=C/C(=O)NCC(=O)N/N=C/c1ccccc1[N+](=O)[O-]	12	-5	-1	-14	16	14	-0.3	-4	-1
CSc1ccccc1OCc1cc(C(=O)N(C)Cc2cc(C)[nH]n2)no1	15	7	0	-14	11	-39	5.2	-16	1
CCN(CC)CCCN(C(=O)c1ccccc1F)c1nc(-c2ccc(OC)cc2)cs1	7	9	-3	4	8	50*	3.5	13	-4
COc1ccc(C(=O)NC2CCCc3c2cnn3-c2cccc(C)c2C)o1 (configuration not stated)	0	14	-3	-6	-10	74*	-0.2	-14	2
O=C(CNC(=O)c1cccs1)OCC(=O)c1ccc2ccccc2c1	-2	31	1	14	25	4	0.6	9	0
N#Cc1cnc(SCC(=O)Nc2ccccc2C(F)(F)F)nc1N	9	-14	0	-14	17	3	1.1	-8	-2
O=C(c1cc2ccccc2cc1O)N1CCCC1	1	3	-2	-23	7	14	0.4	11	-5
CC(C)[C@H](NC(=O)C1CCN(S(=O)(=O)c2ccc(F)cc2)CC1)C(=O)NCc1ccco1	16	3	-4	-3	-5	11	1.1	-23	1
COc1cccc(-c2csc(N3CCN(C(=S)Nc4ccccc4)CC3)n2)c1	6	3	-1	-6	12	3	1.1	18	-3
CNc1snc(C)c1C(=O)OCC(=O)Nc1ccc(C)cc1F	-7	-5	-4	2	5	18	0.2	-4	19
CCCCCCCCCCCCOC1OC(CO)C(O)C(O)C1NC(C)=O (configuration not stated)	9	-2	3	-1	22	28	3.4	-7	-3
COc1ccccc1OCCOc1ccccc1/C=N/n1cnnc1	-9	10	-7	-4	25	-3	-2.2	1	-1
COc1ccc(NC(=O)CCCSc2nc(-c3ccco3)cc(C(F)(F)F)n2)cc1OC	13	-10	2	15	20	5	0.3	5	-2
COCCCn1c(=S)[nH]c(C)c(C)c1=O	7	2	-3	-7	11	27	1.4	6	1
O=C(c1ccc(=O)[nH]c1)N(Cc1cccs1)C1(C(=O)NC2CCCC2)CCCCC1	21	0	-2	13	3	8	-0.5	1	-3
Cc1ccccc1N1C(=O)CC(N2CCC(C(N)=O)CC2)C1=O (configuration not stated)	-16	-1	-1	-2	17	-14	-0.8	-3	-3
CC(=O)NC(=S)Nc1ccc2oc(-c3cc(F)c(F)cc3Cl)nc2c1	14	12	2	-2	-10	-59	5.3	14	1
CCNC(=S)N(CCc1c(C)[nH]c2ccc(Cl)cc12)Cc1ccco1	5	18	-3	-4	36	41	0.5	18	-1
CC(=O)c1nn(-c2cccc(Br)c2)cc1C(=O)c1cccc2ccccc12	9	6	-1	5	-16	13	-1.2	12	-2
Cc1cccc(NC(=S)NCC(c2ccccc2)N(C)C)c1 (configuration not stated)	-7	22	8	-7	7	-8	1.9	-3	-3
CC(C)(C)n1ncc2c(=O)n(CC(=O)N3CCCCC3)cnc21	-9	3	5	-1	8	-44	2.2	-14	-1
COc1ccc(-c2nnnn2CCc2ccccc2)cc1	-19	4	-1	-3	2	13	-1.2	-3	-2
O=c1[nH]c2ccc(S(=O)(=O)N3CCCCC3)cc2[nH]1	3	-1	-3	3	4	-4	0.7	-1	5
CC(=O)Nc1ccc(S(=O)(=O)N2CCN(C(=O)c3cccnc3)CC2)cc1	-3	3	1	-6	15	-14	-2.1	-9	-2
O=C(Cn1cnc2c(OCc3ccccc3)ncnc21)NCCCn1ccnc1	-6	-15	1	-5	11	-15	0.0	-5	5
Cc1ccc(N=C2NC(=O)/C(=C\c3cccs3)S2)cc1C	-4	18	5	10	33	-13	6.5	-5	-2

Bioassay records (PubChem BioAssay)
